BioA inh = blocks M. tuberculosis BioA enzyme activity | purified M. tuberculosis BioA enzyme, plate reader | inhibition, % at 9.99 µM | hit rate 0.096% among 360,000 | AID 602481; in the data active means inhibition above about 40%
TcdB GH inh = inhibitors of Clostridioides difficile toxin B glycohydrolase | P18177 | TcdB glycohydrolase enzymatic assay, plate reader | inhibition, % at 9.99 µM | hit rate 0.24% among 350,000 | AID 652162; in the data active means inhibition above about 10%
Target sequence (P18177 whole entry, looked up): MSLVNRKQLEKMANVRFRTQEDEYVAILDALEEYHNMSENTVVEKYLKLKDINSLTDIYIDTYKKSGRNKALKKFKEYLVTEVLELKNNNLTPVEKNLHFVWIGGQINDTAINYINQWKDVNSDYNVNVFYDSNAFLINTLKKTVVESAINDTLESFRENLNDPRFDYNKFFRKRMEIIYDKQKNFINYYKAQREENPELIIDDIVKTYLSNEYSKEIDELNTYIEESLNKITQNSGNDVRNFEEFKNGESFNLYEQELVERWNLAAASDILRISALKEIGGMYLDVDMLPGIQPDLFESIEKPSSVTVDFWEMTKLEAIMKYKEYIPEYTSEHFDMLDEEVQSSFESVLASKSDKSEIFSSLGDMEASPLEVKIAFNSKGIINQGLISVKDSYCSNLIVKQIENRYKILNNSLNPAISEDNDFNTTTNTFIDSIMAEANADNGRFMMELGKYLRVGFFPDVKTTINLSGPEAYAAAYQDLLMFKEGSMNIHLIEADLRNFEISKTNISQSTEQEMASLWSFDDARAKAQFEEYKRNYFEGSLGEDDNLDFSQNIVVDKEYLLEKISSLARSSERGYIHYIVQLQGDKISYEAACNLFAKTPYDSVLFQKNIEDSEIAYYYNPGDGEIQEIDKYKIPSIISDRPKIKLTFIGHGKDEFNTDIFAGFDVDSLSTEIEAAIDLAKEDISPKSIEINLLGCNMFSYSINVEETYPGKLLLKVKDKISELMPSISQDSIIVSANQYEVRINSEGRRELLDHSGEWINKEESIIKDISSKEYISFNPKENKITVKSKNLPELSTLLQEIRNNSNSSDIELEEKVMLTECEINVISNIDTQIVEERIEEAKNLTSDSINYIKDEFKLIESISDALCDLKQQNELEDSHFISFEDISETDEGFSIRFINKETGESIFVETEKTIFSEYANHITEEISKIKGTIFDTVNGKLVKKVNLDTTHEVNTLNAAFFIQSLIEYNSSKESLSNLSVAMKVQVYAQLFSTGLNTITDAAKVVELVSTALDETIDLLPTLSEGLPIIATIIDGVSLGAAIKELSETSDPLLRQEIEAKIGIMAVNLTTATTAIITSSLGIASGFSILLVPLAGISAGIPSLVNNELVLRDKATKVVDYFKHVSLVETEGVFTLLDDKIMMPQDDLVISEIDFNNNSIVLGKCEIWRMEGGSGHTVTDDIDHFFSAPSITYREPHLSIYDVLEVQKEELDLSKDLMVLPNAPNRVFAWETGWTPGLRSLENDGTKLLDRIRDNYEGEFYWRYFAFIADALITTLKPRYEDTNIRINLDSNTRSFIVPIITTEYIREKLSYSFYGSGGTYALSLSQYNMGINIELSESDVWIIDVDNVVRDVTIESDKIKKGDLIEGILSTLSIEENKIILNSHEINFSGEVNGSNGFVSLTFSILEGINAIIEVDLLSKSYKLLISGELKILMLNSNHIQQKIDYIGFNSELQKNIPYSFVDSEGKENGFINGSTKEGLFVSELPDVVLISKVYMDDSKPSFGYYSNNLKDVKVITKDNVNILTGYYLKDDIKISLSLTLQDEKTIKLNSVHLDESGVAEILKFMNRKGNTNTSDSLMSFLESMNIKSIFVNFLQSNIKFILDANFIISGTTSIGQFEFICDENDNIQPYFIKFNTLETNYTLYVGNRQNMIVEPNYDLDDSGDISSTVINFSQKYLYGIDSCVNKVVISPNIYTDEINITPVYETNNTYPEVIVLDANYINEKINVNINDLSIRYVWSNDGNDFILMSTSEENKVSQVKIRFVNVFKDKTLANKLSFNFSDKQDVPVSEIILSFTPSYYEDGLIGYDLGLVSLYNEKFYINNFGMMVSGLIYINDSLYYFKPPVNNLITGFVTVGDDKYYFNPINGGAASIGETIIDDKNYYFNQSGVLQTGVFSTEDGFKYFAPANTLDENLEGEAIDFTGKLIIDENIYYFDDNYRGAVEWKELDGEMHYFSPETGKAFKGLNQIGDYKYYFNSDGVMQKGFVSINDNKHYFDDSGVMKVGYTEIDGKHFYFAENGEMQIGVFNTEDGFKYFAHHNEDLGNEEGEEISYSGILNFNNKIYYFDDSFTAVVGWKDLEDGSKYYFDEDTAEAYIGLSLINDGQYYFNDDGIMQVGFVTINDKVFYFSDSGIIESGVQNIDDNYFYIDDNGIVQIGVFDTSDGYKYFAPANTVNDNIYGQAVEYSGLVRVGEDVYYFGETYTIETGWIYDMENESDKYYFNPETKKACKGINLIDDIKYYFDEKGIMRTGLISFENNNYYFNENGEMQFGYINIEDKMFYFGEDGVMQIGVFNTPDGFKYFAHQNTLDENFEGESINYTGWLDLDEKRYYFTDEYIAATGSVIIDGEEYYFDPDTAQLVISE
An asterisk follows results filed as active. A portion of the library; rates above refer to the full screens.

Every second line gives: BioA inh, TcdB GH inh
- C[C@H](NC(=O)C[C@H]1C[C@@H]2c3cc(NC(=O)NC4CCCC4)ccc3O[C@@H]2[C@@H](CO)O1)c1ccccc1
    -2.1, -0.8
- COc1cccc(-c2ccc3c(c2)[C@H]2[C@H](CCN2C(=O)c2ccc(F)cc2)[C@H](CO)N3)c1
    -1.7, 0.9
- C/C=C/c1ccc([C@H]2[C@@H](CO)N3CCCCN(S(=O)(=O)c4cccc(C)c4)C[C@@H]23)cc1
    -0.8, 0.5
- CCCC#Cc1cnc2c(c1)C(=O)N([C@@H](C)CO)C[C@H](C)[C@H](CN(C)S(=O)(=O)c1cccc(OC)c1)O2
    1.1, -0.4
- COCC(=O)Nc1ccc2c(c1)C(=O)N(C)[C@H]1CC[C@@H](CC(=O)NCC3CC3)O[C@@H]1CO2
    -2.1, -0.3
- C=CCN1C(=O)[C@@]2(O[C@@H](CCn3cc([C@H](O)c4ccccc4)nn3)[C@H]([Si](C)(C)c3ccc(OC)cc3)[C@H]2C)c2ccccc21
    -1.9, -1.0
- C[C@@H]1CCCCO[C@H](CN(C)S(=O)(=O)c2ccc(F)cc2)[C@H](C)CN([C@@H](C)CO)C(=O)c2cc(NC(=O)Nc3ccc4c(c3)OCO4)ccc2O1
    1.6, 0.5
- O=C(C[C@@H]1C[C@H]2c3cc(NC(=O)CC4CC4)ccc3O[C@H]2[C@H](CO)O1)NCCN1CCCCC1
    -1.2, -0.4
- COc1ccc(C#Cc2cnc3c(c2)C(=O)N([C@@H](C)CO)C[C@H](C)[C@@H](CN(C)C(=O)c2ccccc2F)O3)cc1
    0.3, 0.7
- CC=Cc1ccc2n(c1=O)C[C@@H]1[C@@H](CO)[C@H](C(=O)NC3CCC3)N[C@H]21 (mixture of isomers)
    0.2, 0.3
- C[C@@H]1CN([C@@H](C)CO)C(=O)c2cc(NC(=O)Cc3ccccc3)ccc2O[C@@H]1CN(C)C(=O)Nc1ccc(C(F)(F)F)cc1
    1.2, -2.6
- O=C(c1ccccc1)N1C[C@@H]2[C@H](c3ccccc31)[C@H](CO)N2C(=O)CN1CCOCC1
    -2.6, -1.6
- COc1ccc(NC(=O)Nc2ccc3c(c2)CC(=O)N([C@H](C)CO)C[C@@H](C)[C@@H](CN(C)Cc2ccc(-c4ccccc4)cc2)O3)cc1
    -0.7, -0.4
- O=C1O[C@H](c2ccccc2)[C@H](c2ccccc2)N2[C@H]1[C@@H](C(=O)N1CCCCCCC1)[C@]1(C(=O)Nc3ccccc31)[C@H]2c1ccccc1OCCO
    -4.3, -0.7
- COc1ccc(S(=O)(=O)N(C)C[C@H]2OCc3ccccc3-c3c(n(C)c4ccccc34)C(=O)N([C@H](C)CO)C[C@@H]2C)cc1
    -1.0, 0.1
- C[C@H](CO)N1C[C@H](C)[C@H](CN(C)C(=O)c2cccc(F)c2)Oc2ncc(/C=C/c3ccccc3)cc2C1=O
    -3.5, -2.4
- C[C@H](CO)N1C[C@H](C)[C@@H](CN(C)Cc2ccc(-c3ccccc3)cc2)Oc2ccc(NC(=O)c3ccncc3)cc2CC1=O
    0.1, 0.3
- C[C@@H]1CN([C@@H](C)CO)C(=O)c2cc(C#CCN(C)C)cnc2O[C@H]1CN(C)C(=O)c1cccc(F)c1
    1.0, 1.2
- Cc1noc(C)c1S(=O)(=O)Nc1ccc2c(c1)C(=O)N([C@H](C)CO)C[C@@H](C)[C@@H](CN(C)Cc1ccncc1)OCCCC[C@@H](C)O2
    0.8, -1.2
- C[C@@H]1CN([C@H](C)CO)C(=O)c2cc(NC(=O)Nc3ccccc3)ccc2O[C@@H](C)CCCCO[C@@H]1CN(C)Cc1ccccc1
    -0.9, -0.7
- C[C@@H]1CN([C@H](C)CO)C(=O)c2cc(NC(=O)Nc3ccccc3)ccc2O[C@H]1CN(C)C
    -0.3, 0.4
- C[C@H]1CN([C@@H](C)CO)C(=O)c2cc(NC(=O)Nc3ccccc3)ccc2O[C@@H]1CN(C)S(=O)(=O)c1cn(C)cn1
    -0.8, 1.6
- CCS(=O)(=O)N1[C@H](CO)[C@H](c2ccc(C#CCC3CCCC3)cc2)[C@@H]1C#N
    -0.1, -0.4
- O=C(C[C@H]1CC[C@@H]2[C@H](COC[C@@H](O)CN2Cc2ccc(Oc3ccccc3)cc2)O1)N1CCCCC1
    0.5, -0.6
- C[C@@H]1CN([C@H](C)CO)S(=O)(=O)c2ccc(C#C[C@@H](C)O)cc2O[C@@H]1CN(C)C(=O)c1ccncc1
    2.7, -1.3
- CC(C)C#Cc1ccc2c(c1)O[C@H](CN(C)Cc1cccnc1)[C@H](C)CN([C@@H](C)CO)S2(=O)=O
    0.6, -1.1
- C[C@@H]1CN([C@@H](C)CO)S(=O)(=O)c2ccc(C3=CCCC3)cc2O[C@@H]1CN(C)C(=O)c1ccccn1
    -0.3, 0.3
- CNC[C@H]1Oc2ccc(NC(=O)CCC(F)(F)F)cc2C(=O)N([C@H](C)CO)C[C@@H]1C
    -1.5, 0.6
- C[C@H]1CN([C@@H](C)CO)C(=O)c2cccc(NC(=O)C3CCOCC3)c2O[C@H]1CN(C)S(=O)(=O)c1cccs1
    0.4, -1.0
- O=C(c1cccnc1)N1C[C@H]2[C@@H](c3ccccc31)[C@H](CO)N2C(=O)Nc1ccccc1
    2.8, 0.0

Pulled one by one from above, six records:
Every second line gives: BioA inh, TcdB GH inh
- C[C@H](CO)N1C[C@H](C)[C@@H](CN(C)Cc2ccc(-c3ccccc3)cc2)Oc2ccc(NC(=O)c3ccncc3)cc2CC1=O
    0.1, 0.3
- C[C@H](CO)N1C[C@H](C)[C@H](CN(C)C(=O)c2cccc(F)c2)Oc2ncc(/C=C/c3ccccc3)cc2C1=O
    -3.5, -2.4
- C[C@H]1CN([C@@H](C)CO)C(=O)c2cc(NC(=O)Nc3ccccc3)ccc2O[C@@H]1CN(C)S(=O)(=O)c1cn(C)cn1
    -0.8, 1.6
- O=C(C[C@H]1CC[C@@H]2[C@H](COC[C@@H](O)CN2Cc2ccc(Oc3ccccc3)cc2)O1)N1CCCCC1
    0.5, -0.6
- Cc1noc(C)c1S(=O)(=O)Nc1ccc2c(c1)C(=O)N([C@H](C)CO)C[C@@H](C)[C@@H](CN(C)Cc1ccncc1)OCCCC[C@@H](C)O2
    0.8, -1.2
- C=CCN1C(=O)[C@@]2(O[C@@H](CCn3cc([C@H](O)c4ccccc4)nn3)[C@H]([Si](C)(C)c3ccc(OC)cc3)[C@H]2C)c2ccccc21
    -1.9, -1.0

(list continues)
Every second line gives: BioA inh, TcdB GH inh
- CCC(=O)N(C)C[C@@H]1Oc2cc(C#CC3CC3)ccc2S(=O)(=O)N([C@H](C)CO)C[C@H]1C
    -0.4, 1.3
- CO[C@@H]1CN(C)C(=O)c2cc(NC(C)=O)ccc2OC[C@@H](C)N(C(=O)c2ccc(F)cc2)C[C@@H]1C
    -3.1, -1.9
- C[C@H](NC(=O)C[C@H]1CC[C@H](NC(=O)C2CCC2)[C@@H](CO)O1)c1ccccc1
    1.0, 0.9
- CCS(=O)(=O)Nc1ccc2c(c1)C(=O)N(C)C[C@@H](OC)[C@H](C)CN(C(=O)c1ccc3c(c1)OCO3)[C@H](C)CO2
    -0.1, 1.2
- C[C@@H]1CN([C@@H](C)CO)S(=O)(=O)c2ccc(-c3ccccc3)cc2O[C@@H]1CN(C)Cc1ccncc1
    2.0, 0.3
- COc1ccc(NC(=O)N(C)C[C@H]2Oc3ccc(NC(=O)Cn4cnnn4)cc3C(=O)N([C@@H](C)CO)C[C@H]2C)cc1
    2.3, -0.2
- C[C@H]1CN([C@@H](C)CO)S(=O)(=O)c2ccc(C3=CCCCC3)cc2O[C@@H]1CN(C)C(=O)C1CCCCC1
    -5.8, 0.2
- COc1cccc(C(=O)N2C[C@@H]3[C@H](c4ccccc42)[C@H](CO)N3C(=O)NC(C)C)c1
    -2.7, -2.2
- O=C(C[C@H]1CC[C@@H]2[C@H](COC[C@@H](O)CN2Cc2cc(F)ccc2F)O1)NCc1ccccc1
    3.2, -2.1
- Cc1noc(C)c1NC(=O)Nc1cccc2c1O[C@@H](CN(C)C(=O)Nc1ccccc1)[C@@H](C)CN([C@H](C)CO)C2=O
    2.8, 1.8
- CO[C@@H]1CN(C)C(=O)c2ccc(NS(=O)(=O)CC(F)(F)F)cc2OC[C@@H](C)N(Cc2nccs2)C[C@H]1C
    0.7, 0.9
- COc1ccc(NC(=O)Nc2ccc3c(c2)C(=O)N([C@H](C)CO)C[C@@H](C)[C@@H](CN(C)Cc2ccc(C(=O)Nc4ccccc4N)cc2)O3)cc1
    0.0, -0.7
- COc1ccc(NC(=O)Nc2ccc3c(c2)CC(=O)N([C@@H](C)CO)C[C@@H](C)[C@@H](CN(C)C(=O)Nc2ccc(OC)cc2)O3)cc1
    -3.4, -0.5
- C[C@@H]1CN([C@H](C)CO)S(=O)(=O)c2ccc(C#Cc3cccc(F)c3)cc2O[C@@H]1CN(C)C(=O)NC1CCCCC1
    1.8, 0.1
- COc1ccc(S(=O)(=O)N(C)C[C@H]2OCCCC[C@@H](C)Oc3ccc(NS(C)(=O)=O)cc3C(=O)N([C@@H](C)CO)C[C@H]2C)cc1
    -0.3, 0.2
- CC(C)C(=O)Nc1ccc2c(c1)C(=O)N(C)[C@H]1CC[C@H](CC(=O)NCc3ccccc3)O[C@@H]1CO2
    -1.5, -1.4
- C[C@H](CO)N1C[C@H](C)[C@@H](CN(C)S(C)(=O)=O)Oc2ccc(NS(=O)(=O)c3cccs3)cc2CC1=O
    -0.2, -0.3
- O=C(NC1CCCCC1)N[C@H]1C=C[C@@H](CC(=O)N2CCOCC2)O[C@@H]1CO
    -2.3, -4.6
- NCC[C@H]1CC[C@H](NC(=O)Cc2ccncc2)[C@@H](CO)O1
    6.6, -0.3
- C[C@@H]1CN([C@H](C)CO)C(=O)c2cc(NC(=O)Cn3cnnn3)ccc2O[C@H]1CN(C)CC1CCCCC1
    0.3, -0.3
- C[C@@H]1CN([C@H](C)CO)C(=O)c2cc(NS(=O)(=O)c3cccs3)ccc2O[C@H]1CN(C)Cc1ccc2c(c1)OCO2
    1.7, 0.0
- CC(C)CC#Cc1ccc2c(c1)O[C@H](CN(C)C(=O)c1cnccn1)[C@H](C)CN([C@@H](C)CO)S2(=O)=O
    -1.6, 0.1
- O=C(C[C@H]1C[C@H]2c3cc(NC(=O)c4cccnc4)ccc3O[C@H]2[C@@H](CO)O1)NCCN1CCCCC1
    4.4, -2.3
- Cc1noc(C)c1S(=O)(=O)N(C)C[C@H]1OCCCC[C@H](C)Oc2ccc(NC(=O)Cc3ccccc3)cc2C(=O)N([C@@H](C)CO)C[C@@H]1C
    0.5, 1.5
- C[C@H](CO)N1C[C@H](C)[C@@H](CN(C)C(=O)CC2CC2)Oc2cc(C#CC(C)(C)O)ccc2S1(=O)=O
    1.1, 0.2
- C[C@@H]1CCCCO[C@H](CN(C)CC2CC2)[C@H](C)CN([C@H](C)CO)C(=O)c2cc(N(C)C)ccc2O1
    -0.9, -36
- C[C@H]1CN([C@@H](C)CO)C(=O)c2ccccc2-c2ccccc2CO[C@H]1CN(C)Cc1ccncc1
    -0.3, -0.1
- COc1ccc(NC(=O)Nc2ccc3c(c2)C(=O)N([C@@H](C)CO)C[C@H](C)[C@@H](CN(C)S(=O)(=O)c2ccccc2)O3)cc1
    0.5, 1.2
- CC(C)C#Cc1ccc2c(c1)O[C@@H](CN(C)C(=O)Cc1ccccn1)[C@H](C)CN([C@H](C)CO)S2(=O)=O
    3.6, 0.7
- N#C[C@H]1[C@H](c2ccccc2)[C@H](CO)N1C(=O)Nc1cccc(F)c1
    16, -1.8

An excerpt of these results, with bars between the fields.
SMILES | BioA inh | TcdB GH inh
C[C@@H]1CN([C@@H](C)CO)S(=O)(=O)c2ccc(-c3ccccc3)cc2O[C@@H]1CN(C)Cc1ccncc1 | 2.0 | 0.3
O=C(NC1CCCCC1)N[C@H]1C=C[C@@H](CC(=O)N2CCOCC2)O[C@@H]1CO | -2.3 | -4.6
COc1cccc(C(=O)N2C[C@@H]3[C@H](c4ccccc42)[C@H](CO)N3C(=O)NC(C)C)c1 | -2.7 | -2.2

Continuation:
Every second line gives: BioA inh, TcdB GH inh
- Cc1noc(C)c1NC(=O)Nc1cccc2c1O[C@@H](CN(C)C(=O)Nc1ccc(C(F)(F)F)cc1)[C@H](C)CN([C@@H](C)CO)C2=O
    7.9, 0.8
- COCC(=O)N1C[C@H](C)[C@H](OC)CN(C)C(=O)c2ccc(NC(=O)c3ccc(F)cc3)cc2OC[C@@H]1C
    -0.5, -0.5
- CCCNC(=O)Nc1ccc2c(c1)OC[C@@H](C)N(Cc1ccc(-c3ccccn3)cc1)C[C@@H](C)[C@H](OC)CN(C)C2=O
    2.3, 1.4
- CO[C@@H]1CN(C)C(=O)c2ccc(NS(=O)(=O)c3ccccc3)cc2OC[C@H](C)N(C(=O)NC(C)C)C[C@H]1C
    -0.8, 0.1
- O=C(C[C@H]1CC[C@H]2[C@@H](COC[C@H](O)CN2Cc2cc(F)ccc2F)O1)NCc1ccccc1
    -0.2, 0.1
- COCC(=O)Nc1ccc2c(c1)[C@H]1C[C@@H](CC(=O)NCc3ccc4c(c3)OCO4)O[C@@H](CO)[C@H]1O2
    -0.8, 0.4
- CC(C)[C@H](C)NC(=O)N(C)C[C@@H]1OCc2ccccc2-c2c(n(C)c3ccccc23)C(=O)N([C@@H](C)CO)C[C@@H]1C
    0.1, 0.2
- O=S(=O)(N[C@@H]1CC[C@H](CCn2cc(-c3cccnc3)nn2)O[C@@H]1CO)c1ccc(F)cc1
    5.3, 0.1
- COCC(=O)N(C)C[C@@H]1Oc2cc(-c3ccccc3F)ccc2S(=O)(=O)N([C@@H](C)CO)C[C@H]1C
    -1.4, -1.6
- C[C@H]1CN([C@@H](C)CO)C(=O)Cc2cc(NC(=O)NC3CCCCC3)ccc2O[C@@H]1CN(C)S(C)(=O)=O
    1.5, 0.5
- COc1ccc(CN(C)C[C@@H]2OCCCC[C@H](C)Oc3ccc(NC(=O)C4CCCCC4)cc3C(=O)N([C@@H](C)CO)C[C@H]2C)cc1
    -1.6, -0.4

From PubChem
